# Screening results as filed in PubChem BioAssay.
# KOR beta-arrestin-1 = KOR antagonists, beta-arrestin recruitment, cell-based, luminescence, uHTS (AID 1778). 0.091% of 290,000 active. one-dose inhibition, % at 10 µM; IC50 in µM for titrated hits. KOR beta-arrestin recruitment, luminescence, antagonist mode; higher % means a stronger effect; further: strong numbers were not always called active
# GPR55 activation = GPR55 agonists via beta-arrestin recruitment, primary screen, imaging, U2OS cells, beta-arrestin-GFP redistribution (AID 1961). activation, % at 10 µM; hits with a dose series show EC50 in µM. 0.048% of 290,000 active. G-protein coupled receptor 55 (Homo sapiens). U2OS GPR55 beta-arrestin-GFP redistribution imaging; higher % means a stronger effect;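 active means activation above 40% with more than 50 cells counted in the well; inconclusive means wells holding fewer than 50 cells, flagged as toxic or sparse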;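 further: U2OS osteosarcoma cells stably expressing GPR55 and beta-arrestin-GFP; plate controls were DMSO negative control for no effect and LPI positive control for full effect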
# KOR beta-arrestin-2 = KOR agonists, beta-arrestin recruitment, primary screen, cell-based, luminescence, uHTS (AID 1777); KOR beta-arrestin recruitment, luminescence; higher % means a stronger effect; activation, % at 10 µM, or EC50 in µM where a hit was titrated; Kappa-type opioid receptor (Homo sapiens); 0.02% of 280,000 active; in the data active means activation above about 50%, passing the limit was not always enough; further: a part of the inactive calls stands beside numbers as strong as those of hits
# NOD2 inhibition = NOD2 signaling inhibitors, cell-based, luminescence, uHTS, HEK293 (AID 1566); 0.63% of 290,000 active; HEK293 NOD2/NF-kB luciferase reporter, luminescence; higher % means a stronger effect; inhibition, % at 4 µM; hits with a dose series show EC50 in µM; further: many of its hits are not listed in these tables
# TNAP activation fold = human TNAP enzyme activators, primary screen, biochemical, luminescent, no phosphate acceptor, uHTS (AID 1001); one-dose activation fold at 20 µM; EC50 in µM for titrated hits; Alkaline phosphatase, tissue-nonspecific isozyme (Homo sapiens); purified TNAP, luminescent activation assay, no phosphate acceptor; higher activation fold means a stronger effect; 0.03% of 200,000 active; in the data active means activation fold from about 3, or a potency from the dose series; inactive means the rest, 99 in 100 with activation fold below about 1.6; further: many of its hits are not listed in these tables
# Yfh1-off respiration = enhancers of respiration in Yfh1-depleted yeast, dose response, Friedreich's ataxia, plus single-dose screen (AID 1465) | S. cerevisiae Yfh1-off respiration, WST-1 reduction, 72 h; higher fold induction means a stronger effect | fold induction at 50 µM, or EC50 in µM where a hit was titrated | 0.074% of 220,000 active;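 active means fold induction of absorbance versus untreated yeast above a set limit, then at least 30% activation at any dose in follow-up; inconclusive means repeats straddling the limit, or above it without dose testing; inactive means fold induction below the set limit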;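 further: activators that raise dye reduction in frataxin-depleted yeast; strong numbers were not always called active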
# CSM14.1 death rescue = rescue of cells from ER stress-induced death, primary screen, 384-well, CSM14.1, thapsigargin, ATP luminescence (AID 1222); CSM14.1 thapsigargin-induced death rescue, ATP luminescence; higher % means a stronger effect; cellular ATP content (survival), % at 20 µM; hits with a dose series show EC50 in µM; 190,000 tested, under 10 active;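 active means EC50 below 50 µM in the dose-response confirmation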;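 further: death triggered by thapsigargin at about 15 µM added after 2 h compound pretreatment; cell ATP read after overnight thapsigargin exposure of roughly 18 to 22 hours; normalized against plate controls of thapsigargin alone and 5% DMSO vehicle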
# NOD1 inhibition = NOD1 signaling inhibitors, primary screen, cell-based, luminescence, uHTS (AID 1578); NOD1-driven NF-kB luciferase reporter cells, luminescence; higher % means a stronger effect; 1% of 290,000 active; inhibition, % at 4 µM; hits with a dose series show EC50 in µM; in the data active means inhibition mostly above about 36%, no sharp cut-off; inactive means mostly below about 34%;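 further: HEK-293T reporter cells stimulated with the NOD1 agonist gamma-tri-DAP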
# NTR1 agonist = agonists of NTR1, primary screen, imaging, U2OS cells, beta-arrestin-GFP, high content (AID 493036). 0.17% of 330,000 active. activation, % at 20 µM. NTR1-U2OS beta-arrestin-GFP spot imaging, agonist mode. Neurotensin receptor type 1 (Homo sapiens), P30989;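 active means activation at or above 40% of the spot to cytoplasm intensity ratio, with at least 20 cells analyzed; inconclusive means wells under 20 cells, flagged as cytotoxic or low count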;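 further: 0% = DMSO without peptide and 100% = 100 nM NTR1 peptide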
# Target sequence (P30989 whole entry, looked up): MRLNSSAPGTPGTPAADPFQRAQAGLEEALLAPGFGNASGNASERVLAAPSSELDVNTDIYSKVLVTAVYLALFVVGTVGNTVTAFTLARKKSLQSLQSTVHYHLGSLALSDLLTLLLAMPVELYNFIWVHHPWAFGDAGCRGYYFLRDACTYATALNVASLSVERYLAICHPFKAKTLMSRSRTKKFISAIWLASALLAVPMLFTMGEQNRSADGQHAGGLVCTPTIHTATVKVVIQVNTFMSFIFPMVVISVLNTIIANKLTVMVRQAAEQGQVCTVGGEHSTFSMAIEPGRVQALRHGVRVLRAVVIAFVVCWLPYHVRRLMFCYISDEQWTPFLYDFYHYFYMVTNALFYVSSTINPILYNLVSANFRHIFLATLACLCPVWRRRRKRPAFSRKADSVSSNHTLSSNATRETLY
# NTR1 agonist cell count 20 µM = also measured in NTR1 agonist; calls as there; cell count; measured here: cell count, cytotoxicity flag
# * = called active by the depositor; i = inactive; u = inconclusive; x = not tested or not shown; [ ] = dose if it differs, or a comment. Unless noted, no stated cut-off is given here; in the data, active means inhibition above about 50%; inactive means the rest. Not all compounds are listed (hit frequency here may not be typical).
SMILES,KOR beta-arrestin-1,GPR55 activation,KOR beta-arrestin-2,NOD2 inhibition,TNAP activation fold,Yfh1-off respiration,CSM14.1 death rescue,NOD1 inhibition,NTR1 agonist,NTR1 agonist cell count 20 µM
O=C(O)c1c2c(nc3ccc(S(=O)(=O)N4CCC(C(=O)NCc5ccccc5Cl)CC4)cc13)CCCC2,7.0%,-0.3%,6.4%,7.3%,x,x,x,-14.3%,2.3,63
COc1cccc(CNC(=O)Cn2c(=O)n(CCC(=O)N3CCCCC3)c(=O)c3sccc32)c1,-14.5%,-0.2%,-3.8%,14.0%,x,x,x,-24.1%,0.7,60
S=C(NCCc1ccccc1)NC1CCC(NC(=S)NCCc2ccccc2)CC1 (configuration not stated),-348.1%[20 µM],0.2%,27.9%,5.5%,1.1,i,-0.9%,-21.8%,13.1,81
CCOC(=O)c1cc2n(c1N)-c1ccccc1C2=O,-20.0%,-0.1%,-0.7%,15.3%,1.1,i,x,5.5%,0.0,82
C=CCOc1ccc(CNc2ccc(NC(=O)CC(C)C)cc2)cc1OC,-28.1%,u,3.4%,11.8%,1.1,i,-0.9%,-33.9%,1.7,60
COC(=O)C1=CN(c2cc(C)cc(C)c2)C=C(C(=O)OC)C1c1cccc(F)c1,-24.0%,0.3%,5.7%,-21.1%,x,x,x,-12.3%,1.6,64
Cc1ncc(CO)c2c1Oc1nc(-c3ccccc3)nc(SCC(=O)N3CCCCC3)c1C2,-52.4%,-0.2%,1.6%,40.7%,x,x,x,27.7%,17.1,54
O=C(Cn1nnc(-c2ccccc2NC(=O)C2CC2)n1)NC1CCCCC1,17.2%,-0.2%,1.2%,0.2%,1,i,1.7%,-16.8%,-1.9,52
Cc1ccc2cc(CN(C(=O)c3ccco3)c3cccc(C)c3C)c(=O)[nH]c2c1,18.5%,0.2%,5.5%,16.4%,x,i,x,-3.1%,8.8,62
CC(CNC(=O)c1ccc(-c2ccccc2)cc1)CN(C)C (configuration not stated),3.6%,-0.4%,-3.8%,8.3%,1.1,i,-1.7%,-11.3%,-3.0,50
COc1ccc(NC(=O)CCSCCC(=O)Nc2ccc(OC)cc2OC)c(OC)c1,12.6%,0.6%,1.7%,5.3%,1.1,i,-0.4%,-20.3%,-0.6,63
COc1ccc(C)cc1NC(=O)c1ccc2c(c1)OCO2,-49.1%,-0.1%,-3.8%,-13.8%,1.1,i,-3.9%,5.9%,1.6,89
COc1ccc(C2=NOC(C(=O)NC3CCCCC3)C2)cc1OC (configuration not stated),9.3%,-0.1%,2.3%,-1.2%,1,i,x,-27.3%,0.9,55
Cc1ccc(NC(=O)CNC(=O)c2ccc(C)o2)cc1,-33.7%,-0.1%,4.7%,5.2%,x,x,x,-11.8%,0.0,62
CCC(=O)N1c2ccc(S(=O)(=O)CCC(=O)NCc3cccs3)cc2CC1C (configuration not stated),-42.9%,-0.1%,x,7.3%,1,i,-2.0%,14.1%,-0.4,85
C(=C\CSc1ncn[nH]1)/CSc1ncn[nH]1,0.4%,-0.2%,-2.2%,11.1%,2.1,i,-1.5%,-0.9%,1.2,80
COc1cccc(-c2nn(-c3ccccc3)cc2CN(C)Cc2ccno2)c1,-17.3%,0.3%,1.4%,2.0%,1.1,i,0.1%,-30.7%,0.1,100
COc1ccc(C(=O)CC(=O)C(=O)Nc2cc(C)ccc2C)cc1,8.7%,0.0%,-3.5%,24.8%,x,x,x,-0.1%,0.1,73
C=CCNc1nc(-c2ccc([N+](=O)[O-])cc2)cs1,-8.1%,-0.1%,0.6%,-82.1%,1,i,-1.7%,-17.2%,0.5,67
Cc1cccn2c(=O)c3cc(C#N)c(=O)n(-c4c(C)n(C)n(-c5ccccc5)c4=O)c3nc12,-1.8%,-0.6%,x,-1.9%,1.1,i,1.7%,-26.2%,0.0,89
CCCCNC(=O)c1c(CSc2ccccc2)noc1C(=O)NCc1ccccc1,37.2%,-0.2%,-2.8%,12.9%,x,i,x,-5.7%,0.2,89
O=C(CSc1nnnn1-c1ccc(O)cc1)c1ccc(F)cc1,-11.0%,0.0%,2.9%,3.3%,x,i,x,15.5%,0.5,40
CC1=Nc2ccccc2/C1=C/c1c(N)n2c(S(=O)(=O)C(C)C)nsc2nc1=O,-25.8%,0.2%,-14.3%,-4.3%,1,i,0.7%,-21.5%,0.1,92
O=C(c1ccc(C(F)(F)F)cc1)C1CCCN(C(=O)Cn2cnnn2)C1 (configuration not stated),-41.5%,0.2%,-0.1%,-16.7%,x,x,x,-28.4%,1.4,59
CC(=O)c1c(C)[nH]c(C(=O)CSc2nc3ccccc3c(=O)n2CCCO)c1C,-7.0%,-0.4%,1.2%,-2.3%,1.1,i,-3.2%,-17.6%,7.6,43
Cc1c(CCC(=O)O)c(=O)oc2c(C)c(OCc3cc4c(cc3Cl)OCO4)ccc12,-37.6%,-0.1%,14.0%,35.0%,x,i,x,-4.9%,0.2,53
CCC(OC(=O)CC1Sc2ccccc2NC1=O)C(=O)NCC1CCCO1 (configuration not stated),8.4%,-0.1%,-0.9%,-10.1%,1,i,-3.2%,-8.1%,0.0,55
CCOc1ccc(-c2nnc(N3CCOCC3)c3ccccc23)cc1,-7.3%,0.0%,-1.9%,14.1%,x,x,x,-4.7%,2.0,85
COc1cc(/C=C2/C(=N)N3C(=NC2=O)SN=C3S(=O)(=O)C(C)C)ccc1OC(=O)c1ccco1,38.8%,0.3%,-3.9%,22.8%,x,x,x,-39.0%,-1.8,57
COC(=O)c1ccccc1NC(=O)Cn1cnc2cc(C)c(C)cc21,x,0.4%,x,-4.0%,1,i,0.8%,-3.9%,1.3,63
COc1ccc(C(=O)COC(=O)c2ccc3ccccc3n2)cc1,x,-0.2%,-0.6%,12.7%,1.1,i,-3.2%,-14.8%,-1.1,36
COc1cc(C(=O)Oc2cc(N)n(S(=O)(=O)c3ccccc3)n2)cc(OC)c1OC,-13.7%,0.7%,2.5%,-0.3%,x,x,x,7.2%,3.0,60
CC(C)OC(=O)c1cn(-c2ccccc2)nc1-c1ccc2c(c1)OCCO2,-4.3%,-0.1%,3.7%,34.7%,1,i,1.3%,1.7%,4.5,88
CC(C)c1ccc(/C=C/C(=O)N2CCCCCC2)cc1,-7.7%,1.0%,-0.3%,-47.7%,1.1,i,-2.8%,-27.0%,-0.7,85
Cc1nnn(C23CC4CC(CC(CC(=O)Nc5cccc(F)c5)(C4)C2)C3)n1,4.4%,-0.1%,-2.3%,8.5%,1.1,i,-1.6%,-5.8%,2.4,49
COC(=O)c1cc(COC(=O)c2cccnc2SC)oc1C,5.3%,-0.3%,-11.9%,6.2%,1.1,i,3.4%,4.1%,0.3,92
COc1cc(-c2nn3c(-c4cccnc4)nnc3s2)cc(OC)c1OC,-34.8%,-0.1%,-2.4%,14.3%,1.2,i,-1.0%,-21.7%,3.9,80
O=C(CN1C2=NCCCN2c2ccccc21)c1ccc2c(c1)OCO2,3.2%,-0.4%,0.2%,-3.9%,1,i,-3.4%,-8.8%,-1.3,46
Cc1nn(Cc2ccc(Cl)cc2Cl)c(Cl)c1/C=C/C(=O)OCC(=O)NCC(F)(F)F,-14.2%,0.3%,2.9%,11.8%,1.1,i,-0.3%,30.1%,1.9,53
CCOc1ccc(N(CC(=O)NCc2ccccc2OC)S(C)(=O)=O)cc1,-7.2%,-0.2%,9.0%,-4.4%,1.1,i,-1.0%,10.4%,-0.4,47
Cc1cc(NC(=O)CSc2nnc(C3CC3)n2N)no1,5.8%,-1.0%,x,4.9%,1.1,i,2.9%,-18.7%,0.8,49
COc1cc(CNC2CCCCCC2)cc(OC)c1O,3.8%,-0.2%,3.7%,11.2%,1.1,i,0.7%,21.4%,-0.9,50
Fc1ccccc1CCNc1c2c(nc3ncnn13)CCCC2,-21.2%[20 µM],-0.1%,x,12.6%,1.1,i,-0.6%,-14.6%,0.1,34
COc1ccc(C(=O)Nc2ccccn2)cc1,-12.5%,0.0%,-1.6%,6.0%,1,x,-1.6%,-39.8%,2.9,102
COc1ccc(C2C3=C(CCCC3=O)Nc3n[nH]c(C)c32)cc1OC (configuration not stated),4.7%,0.5%,x,10.8%,x,i,x,2.8%,0.9,66
CSCCC(NC(=O)c1ccccc1)C(=O)N/N=C(\C)c1ccccc1 (configuration not stated),5.2%,0.1%,-2.7%,23.3%,1,i,-0.8%,-17.0%,-1.4,71
CC(C)C(NC(=O)c1ccc(Br)cc1)C(=O)NC1=NCCS1 (configuration not stated),29.4%,-0.1%,0.1%,11.7%,1,i,1.1%,-28.3%,-1.0,83
CC(C)(C)OC(=O)N1CCCC1C(=O)NCCc1ccccc1 (configuration not stated),-15.5%,0.3%,0.5%,2.7%,1,i,2.9%,-5.8%,-0.6,44

# Four structures out of the list, sorted by length of the SMILES, low to high.
SMILES,KOR beta-arrestin-1,GPR55 activation,KOR beta-arrestin-2,NOD2 inhibition,TNAP activation fold,Yfh1-off respiration,CSM14.1 death rescue,NOD1 inhibition,NTR1 agonist,NTR1 agonist cell count 20 µM
COc1ccc(C(=O)Nc2ccccn2)cc1,-12.5%,0.0%,-1.6%,6.0%,1,x,-1.6%,-39.8%,2.9,102
Cc1cc(NC(=O)CSc2nnc(C3CC3)n2N)no1,5.8%,-1.0%,x,4.9%,1.1,i,2.9%,-18.7%,0.8,49
CSCCC(NC(=O)c1ccccc1)C(=O)N/N=C(\C)c1ccccc1 (configuration not stated),5.2%,0.1%,-2.7%,23.3%,1,i,-0.8%,-17.0%,-1.4,71
CCOc1ccc(N(CC(=O)NCc2ccccc2OC)S(C)(=O)=O)cc1,-7.2%,-0.2%,9.0%,-4.4%,1.1,i,-1.0%,10.4%,-0.4,47

# More records follow.
SMILES,KOR beta-arrestin-1,GPR55 activation,KOR beta-arrestin-2,NOD2 inhibition,TNAP activation fold,Yfh1-off respiration,CSM14.1 death rescue,NOD1 inhibition,NTR1 agonist,NTR1 agonist cell count 20 µM
O=C(O)c1cc(NCc2ccc(F)cc2)ccc1N1CCOCC1,-11.7%,-0.2%,-4.7%,-6.8%,1.1,i,-1.7%,-17.3%,-1.1,31
CC(=O)N1CCc2cc(N=NC3=C(O)CC(C)(C)CC3=O)ccc21,-16.5%,0.6%,1.8%,-35.8%,0.9,>100µM*,x,-32.5%,-0.2,43
O=C(CCCOc1ccccc1)N1CCN(c2ccccn2)CC1,41.0%,0.0%,2.0%,-79.2%,1,i,1.5%,-40.8%,1.7,56
Cc1ccc(C)c(NC(=O)Cn2nnc(C(=O)Nc3c(C)cccc3C)c2N)c1,7.1%,0.1%,-4.9%,8.0%,1.1,x,2.1%,10.3%,3.2,69
O=C(Nc1ccc(C(F)(F)F)cn1)Nc1cccs1,31.2%,0.3%,1.1%,-4.8%,x,i,x,3.0%,-0.2,50
